# TbPYK inhibitor – blocks Trypanosoma brucei pyruvate kinase | AID 624173 | actives 0.12% (n = 410,000) | TbPYK enzyme, Kinase-Glo Plus ATP luminescence, 45 min | Q57TT1 | Potency, µM (titrated, usually from 76.8 µM), without a hit: at the top dose activity, negative = inhibition, usual class: inhibitors; active = well fitted inhibition curve with a large enough effect; inconclusive = small, poorly fitted or top-dose-only effect; note: nearly all actives have a fitted effect of over 50% in size
#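 ADP (130 uM final) triggers the TbPYK reaction after compound addition; incubation is 45 min at room temperature. Kinase-Glo Plus is then added and luminescence imaged. Normalized data are fitted to concentration-effect curves.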
# Starred values were filed as active, the others as inactive; ? = inconclusive; [ ] = dose if it differs, or a comment. % is set by controls: 0 for no effect and ±100 for the full control effect; potency is the fitted concentration of half-maximal effect. A portion of the library; the hit share may differ from the screen's.
nr	canonical_smiles	TbPYK inhibitor
1	COc1ccc(NC(=O)CSc2nc(-c3ccc(OC)cc3)cc(=O)[nH]2)cc1	-0.3%
2	O=C(Cn1c(=O)n(-c2ccccc2Cl)c(=O)c2sc3ccccc3c21)NC1CCCC1	-0.6%
3	Cc1nc(CC(=O)Nc2cc(Cl)ccc2C)cs1	2.7%
4	CC(C)(C)c1ccc(C(=O)NCC(c2ccco2)S(=O)(=O)c2ccccc2)cc1 (stereo unspecified)	-7.7%
5	CCc1nc2ccc(C(=O)NCCCN3CCCC3=O)cn2c1N(C)C(=O)COc1ccccc1	-11.0%
6	CCCCn1nnnc1C1(C)CCC(=O)N1Cc1cccc(F)c1 (stereo unspecified)	-4.0%
7	CC1CCN(c2nc3ccc(C(=O)NCCc4ccc(S(N)(=O)=O)cc4)cc3s2)CC1	-1.5%
8	CCOC(=O)C1=C(CNCc2ccccc2)NC(=O)NC1c1ccc(C)cc1 (stereo unspecified)	0.4%
9	COc1ccc(C(=O)N2CCCCC2CCN2CCCCC2)cc1 (stereo unspecified)	6.5%
10	COC(=O)c1ccc(NC(=O)C(=O)NCCc2csc(-c3ccc(C(F)(F)F)cc3)n2)cc1	-3.5%
11	CC(C)CCn1nnc2sc(-c3ccccc3)cc2c1=O	-2.8%
12	Fc1ccccc1CNc1nc(NCC2CC2)nc2ccsc12	-1.7%
13	COC(=O)c1cc2oc3ccccc3c2n1Cc1ccc(Cl)cc1	1.6%
14	CCCCC[C@H](C)N1C[C@H](COCc2ccccc2)Oc2cc(N3CCC[C@H]3C(N)=O)ccc2S1(=O)=O	2.5%
15	CCCOc1ccc(-c2nc(SC)[nH]c(=O)c2C#N)cc1OC	-6.1%
16	Cc1ccc2ccc3cc(C(=O)N4CCN(c5ccccc5)CC4)nc3c2[nH]1	2.2%

# Some values from the list.
# Result of Cc1ccc2ccc3cc(C(=O)N4CCN(c5ccccc5)CC4)nc3c2[nH]1 under TbPYK inhibitor: 2.2%
# Result of COC(=O)c1cc2oc3ccccc3c2n1Cc1ccc(Cl)cc1 under TbPYK inhibitor: 1.6%

# (next part)
nr	canonical_smiles	TbPYK inhibitor
17	CC(C)(C)OC(=O)N1CCC(c2c(C(=O)NCc3ccc4c(c3)OCO4)cnn2-c2ccc(F)cc2F)CC1	1.8%[15.4 µM]
18	CCCS(=O)(=O)NC(=O)C1(C)CCN(C(=O)c2oc3ccccc3c2C)C1 (stereo unspecified)	2.3%
19	O=C(Cn1c(=O)n(Cc2ccccc2)c(=O)c2oc3ccccc3c21)Nc1ccc(Cl)cc1	-9.2%
20	Cc1ccc(N2C(=O)CSC23C(=O)N(CC(=O)Nc2ccccc2F)c2ccccc23)cc1C (stereo unspecified)	1.1%
21	Cc1ccccc1CSc1cn(CC(=O)N2CCCCC2)c2ccccc12	-5.2%
22	COc1cccc(C2=CC(c3ccc(OC)c(OC)c3OC)n3ncnc3N2)c1 (stereo unspecified)	2.0%
23	COc1ccc(S(=O)(=O)NCC(c2cccs2)S(=O)(=O)c2ccccc2)cc1OC (stereo unspecified)	-5.9%
24	CN(C1CCCCC1)S(=O)(=O)c1ccc2c(c1)c(=O)c(C(=O)N1CCN(c3ccccc3)CC1)cn2C	8.7%

# 5 compounds already listed, ordered by SMILES length, smallest number first:
nr	canonical_smiles	TbPYK inhibitor
3	Cc1nc(CC(=O)Nc2cc(Cl)ccc2C)cs1	2.7%
11	CC(C)CCn1nnc2sc(-c3ccccc3)cc2c1=O	-2.8%
13	COC(=O)c1cc2oc3ccccc3c2n1Cc1ccc(Cl)cc1	1.6%
23	COc1ccc(S(=O)(=O)NCC(c2cccs2)S(=O)(=O)c2ccccc2)cc1OC (stereo unspecified)	-5.9%
14	CCCCC[C@H](C)N1C[C@H](COCc2ccccc2)Oc2cc(N3CCC[C@H]3C(N)=O)ccc2S1(=O)=O	2.5%

# Following part.
nr	canonical_smiles	TbPYK inhibitor
25	CCN(CC)S(=O)(=O)c1ccc(C(=O)Nc2nc3ccc(Cl)cc3s2)cc1	0.9%
26	Cn1c(=O)n(C)c2cc(NS(=O)(=O)c3ccc(C(C)(C)C)cc3)c(NCc3ccccc3)cc21	-12.6%
27	COc1ccc(NC(=O)c2ccc3nc(C(C)C)oc3c2)cc1OC	1.9%
28	CCOc1ccc(-c2nnc(SCC(=O)NC(C)CC)nc2-c2ccc(OCC)c(OC)c2)cc1OC (stereo unspecified)	2.5%
29	COc1ccc(-c2coc3c(C(=O)NCc4cccs4)cccc23)c(C)c1	3.0%
30	CCOC(=O)[C@]12Cc3c(cc(OC)c(OC)c3OC)[C@H]1N(CCC(=O)OC)C(=O)c1cc(OC)ccc12	0.8%
31	CC1C(c2ccccc2)OCCN1C(=S)NC(=O)c1ccccc1 (stereo unspecified)	?
32	CCCC(C)(C)C(=O)N1CCC1(C)C(=O)Nc1ccc2c(c1)OCCO2 (stereo unspecified)	0.4%
33	N#Cc1ccc(CN2CCC3(CC2)CCN(C(=O)c2ccco2)CC3)cc1	-5.7%
34	COc1ccc(C(=O)NCCc2sc(-c3ccc(Cl)cc3)nc2C)c(OC)c1	2.1%
35	Cc1ccc(NC(=O)c2cc(S(=O)(=O)NCC3CCCO3)ccc2F)cc1 (stereo unspecified)	-5.2%
36	CCc1ccccc1NC(=O)c1cc(S(=O)(=O)N2CCCc3ccccc32)ccc1F	-1.4%
37	CCCCN(CC)C(=O)CSc1nc2c(sc3ccccc32)c(=O)n1CCc1ccccc1	3.9%
38	COc1ccccc1NS(=O)(=O)c1cc(N/C(=N/S(=O)(=O)c2ccccc2)c2ccc(F)cc2)ccc1Cl	-1.3%
39	Cc1ccc2nc(-c3ccco3)c(Cc3ccccc3)n2c1	1.8%
40	N#Cc1c(-n2ncnc2-c2cccc(Cl)c2)sc2c1CCCCC2	0.1%
41	CC1(C(=O)NS(=O)(=O)C2CC2)CCCN(C(=O)c2cccs2)C1 (stereo unspecified)	0.3%
42	CCC(=O)N1CCc2cc(CNC(=O)c3ccc(F)cc3)ccc21	-3.5%
43	COc1cc(Cl)c(C)cc1NC(=O)c1cc2c(=O)oc3ccccc3c2s1	-2.3%
44	CCCCn1cc(S(=O)(=O)c2cc(C)ccc2C)c(=O)c2cc(F)c(N3CCC(C)CC3)cc21	6.8%
45	COc1ccc(-c2nc3cnc(N4CCNCC4)nc3n(CCc3ccccc3)c2=O)cc1	1.1%
46	Cc1c(NC(=O)c2cc(-c3cccc(O)c3)on2)c(=O)n(-c2ccccc2)n1C	-1.4%
47	CCc1ccccc1NC(=O)c1ccc2c(c1)c(C)c(C)n2Cc1ccccc1	0.1%[15.4 µM]
48	CC(C)NC(=O)C1(C)CCN1C(=O)C/C=C/c1ccccc1 (stereo unspecified)	-3.2%
49	COc1ccccc1Nc1sc(C(=O)c2ccc(C)cc2C)c(N)c1S(=O)(=O)c1ccccc1	3.7%
50	CCCCN1C(=O)CN(C2CCCCCC2)C(=O)C1c1ccc(OCC)c(OC)c1 (stereo unspecified)	-5.1%
51	Cc1cc(F)cc(-c2cc(C(=O)NCC3CCCCC3)[nH]n2)c1	-0.4%
52	CC(=O)N1CCCc2cc(S(=O)(=O)N3CCCC(C(=O)Nc4ccc(F)cc4F)C3)ccc21 (stereo unspecified)	-0.9%
53	COc1ccc(C=C2CS(=O)(=O)CC(=Cc3ccc(OC)cc3)C2=O)cc1	1.4%
54	COc1ccccc1C(=O)Nc1ccc2nc(SCC(=O)N3CCCC3)sc2c1	8.9%
55	CCOc1ccc(NC(=O)N2CCC(CN3CCC(C)CC3)CC2)cc1	3.1%
56	COc1ccc(CCNC(=O)c2nc(-c3ccc(Cl)cc3)n3c2CCCCC3)c(OC)c1	0.4%
57	Cc1noc(C)c1S(=O)(=O)Nc1ccc(C(=O)Nc2ccc(C(C)C)cc2)cc1	3.3%
58	CCN1CCC(N(Cc2ccc3c(c2)OCO3)C(=O)Nc2cc(F)ccc2F)CC1	0.5%
59	COc1ccccc1-c1cccc(-c2nc(C(=O)N3CCCCC3)cc3c2[C@H](CCO)N(S(=O)C(C)(C)C)C3)c1 (stereo partly specified)	2.0%
60	COCCNC(=O)C1(C)CCCN(Cc2cc(C(F)(F)F)ccc2Cl)C1 (stereo unspecified)	0.3%
61	CCCNC(=O)C1(C)CCN(C(=O)C2(c3ccc(Cl)cc3)CCCC2)C1 (stereo unspecified)	-4.1%
62	CC(=O)c1ccc(N2CCN(C(=O)CCS(=O)(=O)c3ccc4c(c3)oc(=O)n4C)CC2)cc1	0.8%
63	Cc1cccc(-c2nc3c4c(-c5ccccc5)c(-c5ccccc5)oc4ncn3n2)c1	5.1%
64	CCOc1ccc(NC(=O)Cn2c(=O)n(-c3ccc(C)cc3)c(=O)c3cc(OC)c(OC)cc32)cc1	-1.9%
65	CCc1ccc(NC(=O)Cn2c(=O)n(-c3cc(C)cc(C)c3)c(=O)c3oc4ccccc4c32)cc1	6.2%
66	COc1ccc(-c2nc3ccc(Br)cn3c2Cc2ccccc2)cc1OC	0.8%
67	COC(=O)[C@@H]1N=C(c2ccc(OC)cc2)O[C@]12C(=O)N(C)c1cccc(Cl)c12	4.8%
68	COc1ccc(C(=O)N2CCC2(C)C(=O)NC(C)C)cc1 (stereo unspecified)	1.9%
69	CN1CCN(C2CN(C3CCCCC3)S(=O)(=O)C2)CC1 (stereo unspecified)	1.9%
70	COC1=Nc2ccccc2/C=C\c2ccccc21	-10.7%
71	Cc1noc(C)c1S(=O)(=O)N(C)C[C@H]1OCCCC[C@H](C)Oc2ccc(NC(=O)CCCN(C)C)cc2C(=O)N([C@H](C)CO)C[C@@H]1C	5.0%
72	COc1cc(NC(=O)Cn2ccn(-c3cc(C)cc(C)c3)c(=O)c2=O)cc(OC)c1	2.4%
73	Cc1c(C)n(Cc2ccc(Cl)cc2)c2ccc(C(=O)NCCc3ccc(S(N)(=O)=O)cc3)cc12	9.4%[15.4 µM]
74	CCN(Cc1ccccc1)C(=O)Cn1c(=O)n(-c2ccccc2)c(=O)c2c1c1cc(C)ccc1n2C	1.4%
75	C=C1C(=O)[C@]23C[C@H]1CC[C@H]2[C@]1(C)[C@@H](O)CC[C@@](C)(C(=O)O)[C@H]1C[C@@H]3O	0.4%
76	O=C(NCCN1CCOCC1)c1ccc(NC(=O)c2ccc(Br)o2)cc1	1.6%
77	COc1ccc(-n2nnnc2CNC(=O)C2CC(=O)N(c3ccc(F)cc3)C2)cc1 (stereo unspecified)	-2.7%
78	CCC(=O)N1c2ccccc2CC1C(=O)NCCCN1CCN(c2ccc(F)cc2)CC1 (stereo unspecified)	1.2%
79	CC(=O)c1ccc(NC(=O)Cn2ncc3c4ccccc4n(Cc4ccccc4)c3c2=O)cc1	2.8%
80	CCC1=C(c2ccc(C)cc2)S(=O)(=O)N=C1N1CCC(C(=O)NCc2ccccc2Cl)CC1	-5.4%

# The listing continues:
nr	canonical_smiles	TbPYK inhibitor
81	CCc1cccc(NC(=O)Cn2cc(C(=O)c3ccncc3)c(=O)c3cc(C)c(C)cc32)c1	-4.3%
82	CCOc1ccc(Br)cc1C1NC(=O)c2c(sc3c2CCN(C)C3)N1 (stereo unspecified)	-11.9%
83	COc1ccc(SC2=C[C@@]3(O)CC[C@@H](O)[C@@](Sc4ccc(OC)cc4)(C2=O)[C@H]3O)cc1	-14.2%
84	Cc1ccccc1Cn1c(=O)n(CC2CCC(C(=O)N3CCOCC3)CC2)c(=O)c2sccc21 (stereo unspecified)	-2.7%
85	COC(=O)c1cccc(Nc2nn3c(=O)c4cc5c(cc4nc3s2)OCO5)c1	-2.5%
86	C#Cc1cccc(Nc2nc(NCc3ccccc3)nc3ccsc23)c1	-4.6%
87	O=C(OCC(=O)c1ccc[nH]1)c1ccc(S(=O)(=O)C(F)F)cc1	-1.6%
88	COc1ccccc1NC(=O)N(C)C[C@@H]1OCc2cnnn2CCCC(=O)N([C@H](C)CO)C[C@H]1C	7.8%
89	Cc1ccn2c(=O)cc(CSc3nnc(NC(=O)c4ccccc4Cl)s3)nc2c1	-9.7%
90	COc1cccc2sc(NC(=O)c3ccc4c(c3)OCCO4)nc12	-5.1%
91	COc1ccc(NC(=O)c2cc(C3CCCCN3S(C)(=O)=O)on2)c(C)c1 (stereo unspecified)	0.6%
92	CCOC(=O)c1c(C)[nH]c(C)c1S(=O)(=O)N(C)CC(=O)N1CCN(c2ccccc2OC)CC1	1.6%
93	CN(C(=O)COc1ncnc2ccc(Br)cc12)C1CCCCC1	-7.1%
94	CCOc1ccccc1Nc1nc2c(S(=O)(=O)c3ccc(C)cc3)nnn2c2ccsc12	-2.1%
95	Cc1ccc(CCNC(=O)c2ccc(Cn3c(=O)c4cccn4c4cccnc43)cc2)cc1	13.9%
96	CCOc1ccc(-c2nnc(SCC(=O)NCCc3ccc(OC)c(OC)c3)nc2-c2ccc(OCC)cc2)cc1	-6.5%
97	CCS(=O)(=O)N1CCCC(C(=O)NCCOC)C1 (stereo unspecified)	4.3%
98	CC(C)NC(=O)N1CCN(S(=O)(=O)c2ccc3c(ccn3C)c2)CC1	4.6%
99	CCOc1ccc(CNC(=O)CCn2c(=O)c3cccn3c3ccc(F)cc32)cc1	-4.5%
100	COc1ccc(C(C#N)=Cc2ccc(N(C)CCC#N)cc2)cc1	2.1%
101	CCSc1ncc(Cl)c(C(=O)Nc2c(C(=O)Nc3ccc(Cl)cc3)oc3ccccc23)n1	-11.4%
102	Cc1c(NC(=O)C(C)(C)Oc2ccc(Cl)cc2)cccc1-c1nc2ncccc2o1	-1.0%
103	CCc1ccc2nc(N(Cc3cccnc3)C(=O)c3ccc(C#N)cc3)sc2c1	-5.2%
104	COc1ccc(OC)c(CNC(=O)c2cnc3c(C)cccn3c2=O)c1	3.8%
105	COc1ccccc1NC(=O)C1=C(C)Nc2nc(SCc3ccccc3)nn2C1c1cccs1 (stereo unspecified)	0.3%
106	O=C(Nc1ccc(F)c(F)c1)C1CCCN1S(=O)(=O)c1cccc2nsnc12 (stereo unspecified)	-4.5%
107	COc1ccc(NC(=O)COC(=O)c2c(C)noc2C)cc1Cl	-5.7%
108	CC(=O)N1c2ccc(S(=O)(=O)NCC3CCC(C(=O)NCCC(C)C)CC3)cc2CC1C (stereo unspecified)	7.3%
